ERK EGF block: inhibitors of EGF-stimulated ERK signaling pathway; 130,000 compounds, 0.41% hits; AID 1454; HEK293-V1b, EGF-stimulated phospho-ERK AlphaScreen; Potency, µM (doses to about 11.5 µM), without a hit: at the highest dose activity change, negative = inhibition, most hits filed as inhibitors; active = well fitted inhibition curve with a large enough effect; inconclusive = small, poorly fitted or top-dose-only effect, or effect the other way;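 also: plate controls were stimulated vehicle wells for no effect and unstimulated vehicle basal for full effect; nearly all actives have a fitted effect of over 55% in size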
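Cell line HEK293 (stable V1b), low serum overnight. Pretreatment: compound 30 min, 37C. EGF 25 nM, 5 min. Detection: SureFire AlphaScreen, 5 h RT. AC50 via standard Hill equation.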
The depositor's hits bear a star; ? = inconclusive; [ ] = remark or other dose. Potency is read from the fitted curve at half-maximal effect. The list is partial, so the mix of outcomes need not match the whole.

SMILES | ERK EGF block
O=C(N/N=C/c1ccc[nH]1)c1cccc([N+](=O)[O-])c1 | 3%
C/C(=N\NC(=O)c1nn(C)c(C)c1Br)c1ccc(NC(=O)c2ccoc2C)cc1 | 0%
O=S(=O)(Oc1ccccc1N1CCCCC1)c1ccccc1 | -7%[57.5 µM]
Nn1c(Cc2cccc3ccccc23)nnc1SCc1ccccc1 | 6%
Cn1nc(NC(=O)CC(C)(C)CC(=O)O)c2ccccc21 | -6%[57.5 µM]
Cc1ccc(NC(=O)COC(=O)/C=C/c2c(C)nn(-c3ccc(F)cc3)c2Cl)cc1F | -2%
CC(=O)CSc1nnc2c3ccccc3nc(C(C)(C)C)n12 | 13%
CCOC(=O)C(=CN(CCc1ccccc1)CC(=O)OC)C(=O)OCC | -2%
COCCCNc1ncnc2sc3c(c12)CCC(C)C3 (configuration not stated) | 4%
O=C1NC(=O)C2(COC(c3cccnc3)OC2)S1 (configuration not stated) | 4%
Cc1ccc(NC(=O)NNC(=O)c2sccc2-n2cccc2)cc1 | -1%
C[C@]1(C(=O)O)Cc2oncc2C[C@@H]1C(=O)O | 3%
CC(C)(C)c1ccc(NC(=O)Nc2ccc3ccccc3n2)cc1 | 3%[57.5 µM]
COC(=O)N/N=C/c1ccccc1 | 0%
CCn1cc(S(=O)(=O)CC(=O)N2CCc3ccccc32)c2ccccc21 | 5%[57.5 µM]
O=C1CC(c2ccccc2O)Oc2ccc(O)cc21 (configuration not stated) | -9%
CCOC(=O)C1CCN(C(=O)COC(=O)c2ccc3c(c2)C(=O)N(c2ccc(OCC)cc2)C3=O)CC1 | 0%
O=C(O)CCC/C=C\C/C=C\C=C\[C@@H](O)C/C=C\CCCCCO | -8%
CCc1cccc(CC)c1NC(=O)COC(=O)CC1c2ccccc2CCN1S(=O)(=O)c1ccc(F)cc1 (configuration not stated) | 9%
O=C(NCC1CC1)[C@H]1C[C@@H]1[C@H](NP(=O)(c1ccccc1)c1ccccc1)c1ccccc1 | 5%
O=C(COc1ccc(F)cc1)OCCN1CCOCC1 | -12%[57.5 µM]
O=C(N/N=C/c1ccncc1)C1CC1C(=O)N/N=C/c1ccncc1 (configuration not stated) | 3%
CCCNC(=O)Cn1cnc([N+](=O)[O-])n1 | 3%
CCC(Sc1nc2n[nH]c(C)c2c(=N)n1-c1cc(Cl)ccc1C)C(=O)N1CCOCC1 (configuration not stated) | -5%
Cc1ccc(C)c(SCC(=O)Nc2ccc(S(=O)(=O)Nc3ncccn3)cc2)c1 | 6%[57.5 µM]
COc1cccc(N/N=C/c2cccc(Br)c2O)c1 | ?
O=C(COC(=O)c1cccc(Cl)c1)NCCN1C(=O)CSC1=O | 13%
CC(C)(C)c1ccc(C(=O)Nc2ccccc2NC(=O)c2ccco2)cc1 | 4%
Cc1ccc(OCC(=O)N2CCN(S(C)(=O)=O)CC2)cc1 | -7%[57.5 µM]
Cc1ncc([N+](=O)[O-])n1CC(=O)NC1CCCCC1 | 2%
COc1ccc(-c2nc3cnc(OC)nc3n(Cc3cccs3)c2=O)cc1 | -4%
Cc1ccc(S(=O)(=O)N(C(=O)c2ccncc2)c2ccc3oc4c(c3c2)CCCC4)cc1[N+](=O)[O-] | 3%
O=C(NCc1ccccc1)c1ccc2nc(N3CCOCC3)sc2c1 | 8%[57.5 µM]
O=C(Nc1cccc(F)c1)N1CCC2(CC1)CCN(C(=O)c1cc(C(F)(F)F)cc(C(F)(F)F)c1)CC2 | -3%
Cc1ncc2c(c1O)COP(=O)(O)OC2 | -12%
N/C(=N\OC(=O)N1CCOCC1)c1ccc(Cl)cc1 | -7%

For convenience, some entries already given.
SMILES | ERK EGF block
O=C(N/N=C/c1ccc[nH]1)c1cccc([N+](=O)[O-])c1 | 3%
C/C(=N\NC(=O)c1nn(C)c(C)c1Br)c1ccc(NC(=O)c2ccoc2C)cc1 | 0%

Additional entries:
SMILES | ERK EGF block
CCOc1ccc(NS(=O)(=O)c2ccc(NC(=S)NC(C)=O)cc2)cc1 | 23%
C=CCNC(=O)/C(=C/c1ccc(Br)cc1)NC(=O)c1ccccc1OC | 2%
Cc1sc2nc(C)n(/N=C/c3ccc(O)cc3O)c(=O)c2c1C | -2%
Cc1c(NS(C)(=O)=O)cccc1-c1nc2cccnc2s1 | -21%[57.5 µM]
COc1ccc(NC(=O)c2ccc(-c3nn(C)c(=O)c4ccccc34)cc2)cc1 | 6%
CCCNC(=O)Nc1cccc(C(=O)OC)c1 | 6%[57.5 µM]
COc1ccc(C(C)=O)cc1COC(=O)CNC(=O)c1ccccc1F | 5%
Cc1ccc(C2=Nc3ccccc3N(C(=O)c3ccccc3)C(C)C2)cc1 (configuration not stated) | -3%
O=C(Nc1ccccc1)Nc1nnc(-c2cccs2)s1 | 0%
COc1cc(NC(=O)c2cccs2)c(OC)cc1NC(=O)c1ccco1 | 10%
COC(=O)c1ccccc1NC(=O)c1cn(-c2ccc(C)c(C)c2)c(=O)c2ccccc12 | -1%
O=C(COC(=O)c1ccc(CNS(=O)(=O)c2ccc(F)c(Cl)c2)cc1)NC1CCCCCCC1 | -6%

Some of these compounds in order of their number in ERK EGF block, high to low.
SMILES | ERK EGF block
O=C(N/N=C/c1ccc[nH]1)c1cccc([N+](=O)[O-])c1 | 3%
Cc1ccc(C2=Nc3ccccc3N(C(=O)c3ccccc3)C(C)C2)cc1 (configuration not stated) | -3%
COc1ccc(-c2nc3cnc(OC)nc3n(Cc3cccs3)c2=O)cc1 | -4%

(listing goes on)
SMILES | ERK EGF block
CC(=O)Nc1ccccc1C(=O)C(=O)Nc1cccc(C(=O)NC2CC2)c1 | -10%
Cc1cccc(C(C)C)c1NC(=O)CN(C)Cc1cccc(F)c1 | 2%
CC(=O)NC(C(=O)OCC(=O)N(c1ccccc1)c1ccccc1)C(C)C (configuration not stated) | 11%[57.5 µM]
Cc1cc(C)c2c(n1)sc1c(=O)n(CC(=O)c3ccccc3)cnc12 | 8%[57.5 µM]
Nc1ccc(C(=O)O)cc1S(=O)(=O)O | 3%[57.5 µM]
Cc1cccnc1CN1CCN(Cc2nc(Cc3cccc(F)c3)no2)CC1 | -4%
CCOc1ccccc1N(CC(=O)NCCSc1ccccc1)S(C)(=O)=O | -6%
O=C1CCCN=C(Nc2ccc(F)c(Cl)c2)S1 | -3%[57.5 µM]
COCCCN1C(=O)/C(=C\c2ccc3c(c2)OCO3)C(C(=O)OC)=C1C | 2%
C/C(=N/NC(=O)c1ccc2c(c1)OCO2)c1ccc(Br)s1 | 5%[57.5 µM]
Cn1c(=O)c(CCc2ccccc2)nc2cnc(N3CCNCC3)nc21 | -4%
Cc1cc(O)cc(O[C@H]2OC(CO)[C@H](O)[C@@H](O)[C@H]2O)c1 (some centres not stated) | -3%
COc1ccc(C2(C)NC(=O)N(CC(=O)Nc3ccc(-c4nc5ccc(C)cc5s4)cc3)C2=O)cc1 (configuration not stated) | 2%
C[C@H](C(=O)O)c1cccc(C(=O)c2ccccc2)c1 | -13%
CCCc1c(C(=O)NNc2ccc(C)cc2)cnn1-c1ccccc1 | ?
COc1cc(NC(=S)NC(=O)c2ccccc2F)ccc1NC(=O)c1ccco1 | 1%
CC(=O)c1ccc(NC(=O)c2ccc(CNc3c(N4CCCC4)c(=O)c3=O)cc2)cc1 | 3%[57.5 µM]
CC#C[C@]1(O)CC[C@H]2C3CCC4=CC(=O)CCC4=C3[C@@H](c3ccc(N(C)C)cc3)C[C@@]21C (some centres not stated) | ?
COc1ccc(C2SCCN2C(=S)Nc2cccc(Cl)c2)cc1 (configuration not stated) | 0%
COc1ccc(C(CCNCc2ccc(F)cc2)c2ccc(F)cc2)cc1 (configuration not stated) | ?
Cc1ccc(SCC(=O)NC(=O)Nc2ccc3c(c2)OCCO3)c(C)c1 | 7%
Fc1ccc(CNC(=S)NCc2ccc(F)cc2)cc1 | -10%[57.5 µM]
COc1ccc(-n2c(SCc3cn4c(C)cccc4n3)nc3ccccc3c2=O)cc1OC | -3%
NS(=O)(=O)c1ccc(NC(=O)/C=C/c2cccs2)cc1 | -11%[57.5 µM]
CC(/C=N/NC(=O)c1cc(-c2cccs2)[nH]n1)=C\c1ccccc1 | 2%
Cc1ccc(N/N=C2\COC(C)(C)CC2=O)cc1 | 6%
O=C(N/N=C/c1oc(O)c2ccccc12)c1ccccc1O | -3%
CCOC(=O)C1=C(O)C(=O)N(Cc2ccccc2)C1 | -2%
NC(=O)c1ccccc1OCC(=O)Nc1ccc(Cl)c(Cl)c1 | 0%[57.5 µM]
C=CCNC(=O)C(=O)N/N=C/c1cccc(Br)c1 | 12%
O=c1c2cnn(-c3ccc(F)cc3)c2ncn1Cc1ccccc1 | 5%
Nc1nc(NCCCN2CCOCC2)nc(Nc2cccc(F)c2)c1[N+](=O)[O-] | 26%[57.5 µM]
COc1ccc(-c2csc(COC(=O)C(C)(C)C)n2)cc1 | 4%[57.5 µM]
COC(=O)CC1COc2ccccc2N1C(=O)c1ccc(Br)cc1 (configuration not stated) | -3%
O=C(NC1=NCCS1)c1cccc2ccccc12 | 14%
CC(C)NC(=S)Nc1cccc2cnccc12 | 3%
CC(=O)NC(CC(C)C)C(=O)NC(Cc1ccccc1)C(N)=O (configuration not stated) | 4%[57.5 µM]
CC1Cn2c(COc3ccccc3)nnc2S1 (configuration not stated) | -4%
CN1/C(=C\C(=O)Nc2ccc(Cl)cc2)C(C)(C)c2ccccc21 | ?
CC(=O)Nc1ccc(-c2nn[nH]n2)cc1 | -13%[57.5 µM]
Cc1c(NC(=O)CSc2ccccc2F)c(=O)n(-c2ccccc2)n1C | -10%
CCOC(=O)/C(=N\Nc1ccccc1Cl)N(C)C1CCS(=O)(=O)C1 (configuration not stated) | -2%
Oc1c(CN2CCOCC2)cc(COCc2ccccc2)c2cccnc12 | 2%
COc1ccc(CCNC(=O)CNC(=O)Cn2cnc3sc(C)c(C)c3c2=O)cc1OC | 1%
COc1ccccc1C(=O)Nc1nc2cc3c(cc2s1)OCO3 | 11%[57.5 µM]
O=C(NNc1cc(N2CCOCC2)nc(N2CCOCC2)n1)c1ccc(Cl)c(Cl)c1 | -1%
C/C(=N\NC(=S)Nc1ccc(C)cc1)c1cc2ccccc2o1 | 19%[57.5 µM]
O=C(/C=C/c1ccccc1Cl)Nc1cccc(S(=O)(=O)NC2=NCCCCC2)c1 | 0%
COC(=O)c1c(-c2ccccc2Cl)noc1/C=C/N(C)C | -8%
COc1ccc(C)cc1NC(=O)c1cc2c(CO)cnc(C)c2oc1=N | 0%
COC(=O)c1ccc(-c2ccc(Cl)cc2)nc1C | 3%
CN1C(N)=NC(=O)/C1=C/c1ccccc1F | 3%
CCc1ccc2c(O)c3c(cc2c1C(=O)OC)C(=O)c1c(O)ccc(O)c1C3=O | 18%
COc1ccc2c(c1)c(C(=O)CN1CCc3ccccc3C1)c(C)n2C | -8%[57.5 µM]
O=C(Cn1cnnn1)Nc1cccc(S(=O)(=O)N2CCCCC2)c1 | -3%
O=C(NCC1CC1)Nc1cccs1 | -4%[57.5 µM]
COc1ccc(C2Nc3ccc(Br)cc3C(c3ccccc3)N2CC(=O)O)cc1 (configuration not stated) | 7%
Cc1cc(OCC(=O)N(Cc2ccco2)C2CCS(=O)(=O)C2)cc(C)c1Cl (configuration not stated) | -1%[57.5 µM]
CCOc1nc(NCCO)nc(Nc2ccc([N+](=O)[O-])cc2)n1 | 0%
CNC(=S)NNC(=O)c1cccn(Cc2ccccc2)c1=O | -6%

Next records follow.
SMILES | ERK EGF block
O=C(O)/C=C/C(=O)Nc1nccs1 | -15%[57.5 µM]
COc1ccccc1C1CCN(C(=O)c2cccc([N+](=O)[O-])c2)CC1 | -5%[57.5 µM]
CCCC(c1nnnn1CCOC)N1CCN(Cc2ccccc2)CC1 (configuration not stated) | 2%
O=C(NCc1ccccc1)c1cc(-c2cccc(O)c2)on1 | -6%[57.5 µM]
Cc1cc(-n2c(C)cc(C(=S)N3CCOCC3)c2C)ccc1Br | 2%
CSCCC(C(=O)OC1CCOC1=O)N1C(=O)c2ccccc2C1=O (configuration not stated) | 1%
O=C(NC(C(=O)N/N=C/c1ccncc1)c1n[nH]c(=O)c2ccccc12)c1ccccc1 (configuration not stated) | 8%[57.5 µM]
O=C/C=C/c1coc2ccc3ccccc3c2c1=O | 7%[57.5 µM]
C/C(CCN1CCCCc2nc(C)c(C)cc21)=N\O[C@H](C)c1cn([C@H](CO)Cc2ccccc2)nn1 | 2%
Cc1ccc(-c2nc3c(c(=O)c4ccccc4n3C)c(=O)n2-c2ccc(F)cc2)cc1 | 9%[57.5 µM]
O=C(/C=C/c1ccco1)Nc1ccc2c(c1)OCCO2 | ?
COc1ccc(S(=O)(=O)NCC2CCC(C(=O)NCC(OC)OC)CC2)cc1 (configuration not stated) | -3%[57.5 µM]
CC(=O)Nc1ccc(S(=O)(=O)NCC(=O)OCC(=O)N2CCN(c3ccccc3)CC2)cc1 | 1%
Cc1cc(C)nc(NC(N)=NC2CCCCC2)n1 | -5%
Cn1c(-c2cnn(-c3ccccc3)c2N)n[nH]c1=S | -5%
CCc1c(C)nc2c(Br)cccc2c1SCCC#N | 3%
O=NN(CCc1ccncc1)c1ccc(OCc2ccccc2)cc1 | 5%
CC(=O)NC(c1cccs1)c1cc([N+](=O)[O-])c2cccnc2c1O (configuration not stated) | 1%
C=C1N(C)c2cc([N+](=O)[O-])c(N)cc2C1(C)C | 1%
Cc1nc2ccc(Br)cn2c1C(=O)N/N=C\c1ccccc1[N+](=O)[O-] | 4%
O=C(CCn1c(=S)[nH]c2ccccc2c1=O)NCCSCc1ccccc1 | -2%

Screening data deposited in PubChem BioAssay by National Center for Advancing Translational Sciences (NCATS).
